# HP1b binding inh – HTS for Inhibitors of HP1-beta Chromodomain Interactions with Methylated Histone Tails; 390,000 compounds, 0.56% hits; Chromobox protein homolog 1 (Homo sapiens), P83916; AlphaScreen HP1-beta / biotin-H3K9me3 peptide binding; Potency, µM (top dose mostly 114 µM), for the others: top-dose activity change, negative = inhibition, hits mostly inhibitors; AID 540317, 2011; further: nearly all actives have a fitted effect of over 70% in size; inactives centre near 23
# Target sequence (P83916 whole entry, looked up): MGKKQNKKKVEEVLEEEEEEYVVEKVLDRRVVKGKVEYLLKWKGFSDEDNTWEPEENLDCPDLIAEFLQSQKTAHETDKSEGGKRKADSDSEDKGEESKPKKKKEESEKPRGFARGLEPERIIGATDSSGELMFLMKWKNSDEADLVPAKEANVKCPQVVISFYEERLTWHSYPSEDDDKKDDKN
#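 HP1-beta protein (50 nM final) preincubated 30 min at room temperature with biotinylated H3(1-18)K9me3 peptide (50 nM) in PBS pH 7.4, 0.01% Tween-20, then compound added for 30 min. AlphaScreen streptavidin donor/nickel chelate acceptor beads (10 ug/mL final), 30 min dark, luminescence read.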
# Pin1 inhibitor – qHTS Assay to Find Inhibitors of Pin1 | Pin1 FP peptide displacement, HiFluor488, 10 min | Potency, µM (series often up to 115 µM), without a hit: at the highest dose activity, negative = inhibition, most hits filed as inhibitors | 390,000 compounds, 0.009% hits | Peptidyl-prolyl cis-trans isomerase NIMA-interacting 1 (Homo sapiens), Q13526; active means well fitted inhibition curve with a large enough effect in the polarisation, with a control signal flat, not every such curve was filed as active; inconclusive means small, poorly fitted or top-dose-only effect, or effect the other way, or a change in a side signal; inactive means no such curve, though single readings can be large or run the other way; the % refers to the polarisation; further: on the % scale 0 is the no-effect control and ±100 the full control effect
# Target sequence (Q13526 whole entry, looked up): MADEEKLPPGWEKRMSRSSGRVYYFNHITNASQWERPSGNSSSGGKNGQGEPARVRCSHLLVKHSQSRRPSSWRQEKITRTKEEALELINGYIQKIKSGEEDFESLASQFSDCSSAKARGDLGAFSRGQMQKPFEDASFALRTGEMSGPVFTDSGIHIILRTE
# BAZ2B block – qHTS Assay for Inhibitors of BAZ2B. Bromodomain adjacent to zinc finger domain protein 2B (Homo sapiens), Q9UIF8. AlphaScreen BAZ2B-H3K14Ac peptide displacement. Potency, µM (highest dose often 114 µM), inactives show at the highest dose activity change, negative = inhibition, usual class: inhibitors. 360,000 compounds, 4.4% hits; further: on the % scale 0 is the no-effect control and ±100 the full control effect; nearly all actives have a fitted effect of over 60% in size
#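 Multi-concentration screen (max 110 uM) measuring displacement of acetylated histone H3 peptide from BAZ2B by AlphaScreen, using 50 nM protein, 50 nM peptide and 10 ug/mL streptavidin donor plus Ni-chelate acceptor beads.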
# GLS inh – qHTS for Inhibitors of Glutaminase (GLS). GLS enzymatic activity, qHTS titration. Potency, µM (highest dose often 45.5 µM), inactives show top-dose activity change, negative = inhibition, usual class: inhibitors. 410,000 compounds, 0.21% hits. AID 624170, 2012; further: on the % scale 0 is the no-effect control and ±100 the full control effect
#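 Read-out is an Amplex red fluorescence increase coupled through glutamate oxidase and HRP, measured before and after 30 min room-temperature incubation. hKGA is in 45 mM KH2PO4 (pH 8.2) with 0.02% Tween-20; glutamine added as 1mM solution.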
# G9a inh – qHTS Assay for Inhibitors of Histone Lysine Methyltransferase G9a; G9a H3K9 monomethylation, AlphaScreen, 2 h; Potency, µM (highest dose often 102 µM), without a hit: top-dose activity, negative = inhibition, most hits filed as inhibitors; 350,000 compounds, 8.8% hits; further: on the % scale 0 is the no-effect control and ±100 the full control effect; nearly all actives have a fitted effect of over 75% in size
#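 Quantitative HTS format: methyltransferase activity on a biotin-tagged H3K9 peptide is measured by AlphaScreen, using a rabbit anti-monomethyl-H3K9 antibody with streptavidin donor and anti-IgG acceptor beads. Final levels are 20 nM enzyme, 500 nM peptide, 20 uM SAM; 2 h RT.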
# Pol iota inh – qHTS for Inhibitors of Polymerase Iota; DNA polymerase iota (Homo sapiens), Q9UNA4; 390,000 compounds, 1% hits; Potency, µM (titrated, usually from 115 µM), inactives show at the top dose activity, negative = inhibition, hits mostly inhibitors; Pol iota fluorescent replication assay, 10 min; AID 588590, 2011
# Target sequence (Q9UNA4 whole entry, looked up): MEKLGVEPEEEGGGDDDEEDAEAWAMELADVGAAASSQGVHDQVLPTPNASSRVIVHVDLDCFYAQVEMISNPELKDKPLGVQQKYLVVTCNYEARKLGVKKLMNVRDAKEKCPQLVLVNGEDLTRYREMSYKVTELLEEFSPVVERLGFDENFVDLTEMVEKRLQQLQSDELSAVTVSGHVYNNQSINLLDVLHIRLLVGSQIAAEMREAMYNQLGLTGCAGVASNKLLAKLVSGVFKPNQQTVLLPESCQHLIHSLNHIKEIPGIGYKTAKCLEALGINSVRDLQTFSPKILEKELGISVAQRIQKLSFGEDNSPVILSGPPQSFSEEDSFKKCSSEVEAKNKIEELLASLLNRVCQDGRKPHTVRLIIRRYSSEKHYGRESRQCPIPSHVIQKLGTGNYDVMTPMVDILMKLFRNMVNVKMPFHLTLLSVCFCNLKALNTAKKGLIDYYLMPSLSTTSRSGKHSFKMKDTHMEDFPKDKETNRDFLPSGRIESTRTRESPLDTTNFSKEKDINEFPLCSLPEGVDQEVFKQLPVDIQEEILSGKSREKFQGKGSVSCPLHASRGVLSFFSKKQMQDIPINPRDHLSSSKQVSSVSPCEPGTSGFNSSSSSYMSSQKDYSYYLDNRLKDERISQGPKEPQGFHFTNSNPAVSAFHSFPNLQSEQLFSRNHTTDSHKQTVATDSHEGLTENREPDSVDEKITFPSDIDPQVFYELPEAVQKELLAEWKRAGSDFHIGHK
#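 Pol iota at 10 nM preincubated 15 min with compounds at room temperature; reaction started with fluorescent substrate, 50 nM final. Fluorescence read kinetically at 0 and 10 min; buffer-only wells as negative control.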
# JMJD2A Tudor inh – qHTS Assay for Inhibitors of JMJD2A-Tudor Domain; AID 504339, 2011; 390,000 compounds, 4.4% hits; AlphaScreen JMJD2A-Tudor / H3K4me3 peptide binding; Potency, µM (top dose mostly 114 µM), inactives show at the top dose activity change, negative = inhibition, actives largely listed as inhibitors; Lysine-specific demethylase 4A (Homo sapiens), O75164; further: on the % scale 0 is the no-effect control and ±100 the full control effect; nearly all actives have a fitted effect of over 50% in size
# Tb PGK inh – qHTS Assay to Find Inhibitors of Phosphoglycerate Kinase. PGK/GAPDH coupled, Kinase-Glo luminescence, 60 min. Potency, µM (doses to about 57.5 µM), inactives show at the top dose activity change, negative = inhibition, hits mostly inhibitors. 380,000 compounds, 0.043% hits. AID 602233, 2012; further: on the % scale 0 is the no-effect control and ±100 the full control effect; nearly all actives have a fitted effect of over 60% in size
#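 Recombinant glycosomal PGK reaction used 1,3-bisphosphoglycerate generated in-well by GAPDH (100nM final) in 100mM TEA pH 7.6, 5mM MgCl2, 0.01% Tween-20. After 60 minutes at room temperature, ATP was read by Kinase-Glo Plus luminescence end-point.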
# BLM helicase inh – qHTS Assay for Inhibitors of Bloom's syndrome helicase (BLM) | RecQ-like DNA helicase BLM (Homo sapiens), P54132 | recombinant BLM DNA unwinding, fluorescence dequenching | Potency, µM (titrated, usually from 56.1 µM), inactives show at the highest dose activity change, negative = inhibition, actives largely listed as inhibitors | 350,000 compounds, 0.2% hits;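 further: plate controls were vehicle for no effect and no enzyme for full effect; nearly all actives have a fitted effect of over 35% in size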
# The depositor's hits bear a star; i = inactive; ? = inconclusive; · = no result given; & = joins results of further samples; [ ] = remark or other dose. Unless noted, the call rests on the fitted dose curve; in most records, active means well fitted curve in the direction sought with a large enough effect; inconclusive means small, poorly fitted or top-dose-only effect, or another doubt; inactive means no such curve, though single readings can be large; an effect the other way counts as inactive or inconclusive. Potency means the concentration at half of the fitted maximal effect. A portion of the library, so the mix of outcomes need not match the whole.
Pin1 inhibitor | BLM helicase inh | GLS inh | G9a inh | Pol iota inh | BAZ2B block | HP1b binding inh | Tb PGK inh | JMJD2A Tudor inh | Structure
-8% | -2% | 6% | -4%[59 µM] | -6% | -25% | 38% | -6% | -3% | CC(=O)c1ccc(NC(=O)CSc2cn(CC(=O)N3CCCCC3)c3ccccc23)cc1
-2% | -4% | 20% | -8% | ? | ? | 28% | -4% | -26% | CC1Cc2ccccc2N1S(=O)(=O)c1cccc(C(=O)N2CCN(c3ncccn3)CC2)c1 (configuration not stated)
-7% | -4% | 3% | · | -22% | 0% | 17% | i | -10% | CC1(C)CC(C(N)=S)CCO1 (configuration not stated)
-14% | -1%&4% | -1%&2% | 1%[59 µM] | ? | 6% | -2% | -3% | -29% | CCCn1c(=O)[nH]c(=O)c2[nH]cnc21
0% | -1% | 4% | -7%[12.7 µM] | 9% | 4% | 21% | -7% | -6% | COc1ccccc1Nc1nc(C)cc(=O)[nH]1
-2% | -1% | 4% | 49% | 28% | 4% | 13% | -2% | -1% | Cc1ccc(CSCC(=O)NCc2ccc3c(c2)OCO3)cc1
-6% | 0% | -2% | 79µM* | 2% | -21% | -2% | -5% | -9% | Cc1cc(NC(=O)CSc2ccc3nnc(-c4ccc(F)cc4)n3n2)no1
-3% | -1% | -8% | -7% | 23% | -20% | 27% | -2% | -19% | CCOC(=O)C1(Cc2ccccc2C)CCCN(C(=O)CCc2cccnc2)C1 (configuration not stated)
1% | -2% | 10% | -6% | ? | 9% | 44%[activator] | -2% | 6% | CCOC(=O)CSc1n[nH]c(NC(=O)c2ccc(F)cc2)n1
1% | -2% | -10% | -34% | 67%[activator] | 2% | 35% | i | 8% | CCC(=O)Nc1nnc(-c2cccs2)s1
-2% | · | 1% | 15%[12.7 µM] | -7% | 1% | 13% | -16% | -25% | COc1cccc(CC(=O)OCC(=O)N(C)CC(=O)Nc2ccccc2Cl)c1
-1% | · | 6% | -29% | 22% | 1% | 13% | i | -18% | Cc1ccc(NS(=O)(=O)c2ccc(C(=O)N3CCCC(C(F)(F)F)C3)cc2)cc1 (configuration not stated)
-9% | 1% | 12% | · | 6% | -32% | 26% | 1% | -27% | CC(Oc1ccc2c(-c3ccccc3)cc(=O)oc2c1)C(=O)NCCCN1CCOCC1 (configuration not stated)
? | -8% | 4% | -8% | ? | -11% | 27% | 7% | -14% | COc1ccccc1NC(=O)c1ccc(NC(=O)CN(C)Cc2ccccc2F)cc1
0% | -2% | 9% | -12%[59 µM] | 3% | 9% | 29% | 2% | -9% | Cc1cccc(N2CCN(C(=O)CCn3c(=O)[nH]c4ccccc4c3=O)CC2)c1C

# (list continues)
Pin1 inhibitor | BLM helicase inh | GLS inh | G9a inh | Pol iota inh | BAZ2B block | HP1b binding inh | Tb PGK inh | JMJD2A Tudor inh | Structure
-1% | -8% | 9% | 30%[59 µM] | -7% | 11% | 31% | -3% | -15% | O=C(NCc1ccccc1)C(=O)Nc1nc(C23CC4CC(CC(C4)C2)C3)cs1
13% | -6% | 6% | 12% | 122%[activator] | 4% | 20% | 4% | -18% | COc1ccc(C(=O)NC(=S)NNC(=O)c2ccccc2O)cc1
38%[activator] | -11% | 17% | 10µM* | ? | 8.9µM* | ? | -22% | 7.1µM* | O=[N+]([O-])c1ccc(/C=N/Nc2ccc3ccccc3c2)o1
19% | -9% | -1% | 4%[2.33 µM] | -7% | 31% | 62%[activator] | i | 35% | Cc1ccc2c(CN(C)Cc3cccc(F)c3)cc(=O)oc2c1C
-9% | 0% | 0% | 5µM* | 7% | -20% | 18% | -5% | -17% | COCCSc1ccccc1C(=O)Nc1ccccc1C(C)C
3% | -8% | 64%[activator] | 20%[0.501 µM] | 9% | ? | -17% | -1% | ? | CCN(CCCNC(=O)C1CCC(=O)N1Cc1ccc(C)cc1)c1cccc(C)c1 (configuration not stated)
2% | · | 2% | · | -10% | · | 9%[57 µM] | -8% | -8% | O=C(NNC(=O)c1ccc(Cl)cc1Cl)c1ccc2ccccc2c1
-13% | -2% | 1% | 11% | 77%[activator] | -15% | 31% | i | -8% | Cc1cc(C)nc(Nc2nc3ccccc3s2)n1
7% | 0% | 1% | 4% | 28% | 1% | 29% | 1% | -5% | COc1cccc(NC(=O)c2cnc[nH]2)c1
0% | 3% | -11% | 26%[59 µM] | 14% | -27% | -6% | -9% | -23% | CCN1CCN(c2ccc(NC(=O)c3ccc([N+](=O)[O-])o3)cc2Cl)CC1
8% | 3% | -7% | 31%[59 µM] | 4% | 50µM* | 44%[activator] | i | ? | CC1S/C(=N/N=C2CCCCC2)NC1=O (configuration not stated)
-6% | 2% | 1% | -2%[59 µM] | -7% | 1% | 25% | i | -17% | Cc1csc2nc(COc3ccc(NC(=O)C(C)C)cc3)cc(=O)n12
59%[activator] | -7% | -8% | 0%[59 µM] | 11% | ? | -5% | -4% | -15% | Cc1cccc(NC(=O)CSc2ncc3c(n2)-c2ccccc2N(Cc2ccc(F)cc2)S3(=O)=O)c1C
0% | -3% | 2% | ? | -6% | 12% | 67% | i | -2% | CCCn1nnc(NC(=O)c2cc(Br)cc(Br)c2OC)n1
0% | · | 7% | -5%[12.7 µM] | 79µM* | -38% | 14% | -5% | -8% | Nc1nc(SCC(=O)Nc2ncc(Cl)cc2Cl)n[nH]1

# Later entries:
Pin1 inhibitor | BLM helicase inh | GLS inh | G9a inh | Pol iota inh | BAZ2B block | HP1b binding inh | Tb PGK inh | JMJD2A Tudor inh | Structure
-1% | -5% | -2% | 3% | -4% | 4% | 22% | 2% | 2% | CN(CC(=O)N1CCOCC1)S(=O)(=O)c1ccc2ccccc2c1
-9% | 0% | -9% | 12% | 157%[activator] | 2% | 13% | 0% | -5% | CCCn1c(=O)c2[nH]cnc2n(-c2ccccc2C)c1=O
-6% | 1% | 2% | 9%[59 µM] | 4% | -12% | 39% | 2% | 5% | Cc1ccc(NC(=O)N2CCC(n3c(C)nc4cccnc43)CC2)c(Cl)c1
19% | -3% | -8% | -33%[59 µM] | 18% | 5% | 37% | 7% | -13% | N/C(=N\OC(=O)c1ccc(Cl)c(Cl)c1)c1ccccn1
-1% | -3% | 0% | 8% | -1% | -4% | -18% | -2% | -16% | CCn1cc(C(=O)NCC(C)C)c(=O)c2cc(F)c(N3CCN(C(=O)c4ccco4)CC3)cc21
-16% | -2% | 11% | ? | 13% | · | 44%[activator] | -2% | 0% | CCOC(=O)C1CCCN(C2CC(=O)N(c3ccc(NC(C)=O)cc3)C2=O)C1 (configuration not stated)
4% | -15% | -4% | ? | -13% | 50µM* | 4% | · | ? | COc1ccccc1NC(=O)c1cc2cc(Br)ccc2cc1O
6% | -6% | 17% | -24%[59 µM] | 10% | ? | -24% | -6% | ? | Cc1ccc2c(c1)C(O)(c1c(C)[nH]c3ccccc13)C(=O)N2 (configuration not stated)
-3% | 2% | 14% | ? | -14% | -28% | 36% | 8% | -13%[11.4 µM] | COC(=O)CNc1n[nH]c(=S)[nH]c1=O
-4% | -1% | 1% | · | 91%[activator] | 0% | 32% | 3% | ? | CC(C)(C)OC(=O)NCCc1n[nH]c(=S)o1
0% | · | -2% | · | 19% | · | 53%[activator] | i | -14% | Cc1noc(C)c1S(=O)(=O)N(C)C[C@H]1Oc2ccc(NC(=O)Cc3ccccc3)cc2C(=O)N([C@H](C)CO)C[C@@H]1C
-4% | · | 1% | · | -5%[58.9 µM] | · | 24% | 4% | -5% | Cc1sc2nnn(CC(=O)N3CCN(C(=O)c4ccco4)CC3)c(=O)c2c1C
-4% | 2% | 9% | ? | ? | 8% | 45%[activator] | 5% | -6%[11.4 µM] | COC(=O)c1ccccc1NC(=O)Cn1cnc2ccc(S(=O)(=O)N3CCC(C)CC3)cc2c1=O
-2% | -3% | -4% | 9% | 26% | -23% | 19% | -4% | -18% | COc1ccc(-c2cc3ccc(OCC(C)=O)cc3oc2=O)cc1

# Compounds above containing an NH in an aromatic ring (10):
Pin1 inhibitor | BLM helicase inh | GLS inh | G9a inh | Pol iota inh | BAZ2B block | HP1b binding inh | Tb PGK inh | JMJD2A Tudor inh | Structure
-14% | -1%&4% | -1%&2% | 1%[59 µM] | ? | 6% | -2% | -3% | -29% | CCCn1c(=O)[nH]c(=O)c2[nH]cnc21
0% | -1% | 4% | -7%[12.7 µM] | 9% | 4% | 21% | -7% | -6% | COc1ccccc1Nc1nc(C)cc(=O)[nH]1
1% | -2% | 10% | -6% | ? | 9% | 44%[activator] | -2% | 6% | CCOC(=O)CSc1n[nH]c(NC(=O)c2ccc(F)cc2)n1
0% | -2% | 9% | -12%[59 µM] | 3% | 9% | 29% | 2% | -9% | Cc1cccc(N2CCN(C(=O)CCn3c(=O)[nH]c4ccccc4c3=O)CC2)c1C
7% | 0% | 1% | 4% | 28% | 1% | 29% | 1% | -5% | COc1cccc(NC(=O)c2cnc[nH]2)c1
0% | · | 7% | -5%[12.7 µM] | 79µM* | -38% | 14% | -5% | -8% | Nc1nc(SCC(=O)Nc2ncc(Cl)cc2Cl)n[nH]1
-9% | 0% | -9% | 12% | 157%[activator] | 2% | 13% | 0% | -5% | CCCn1c(=O)c2[nH]cnc2n(-c2ccccc2C)c1=O
6% | -6% | 17% | -24%[59 µM] | 10% | ? | -24% | -6% | ? | Cc1ccc2c(c1)C(O)(c1c(C)[nH]c3ccccc13)C(=O)N2 (configuration not stated)
-3% | 2% | 14% | ? | -14% | -28% | 36% | 8% | -13%[11.4 µM] | COC(=O)CNc1n[nH]c(=S)[nH]c1=O
-4% | -1% | 1% | · | 91%[activator] | 0% | 32% | 3% | ? | CC(C)(C)OC(=O)NCCc1n[nH]c(=S)o1

# Screening data (PubChem)
